NRP1-CendR mod – NRP-1/CendR interaction modulation; O14786; FAM-RPARPAR peptide binding to NRP-1, fluorescence polarization; inhibition, % at 25 µM; 360,000 tested, 0.85% active; AID 602438;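 active = inhibition or corrected inhibition above about 18%, plus a signal ratio from 0.5 to 1.5, limit read from the data, passing the limit was not always enough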; note: strong numbers were not always called active
MsrA inhibitor – inhibits bovine methionine sulfoxide reductase A; purified bovine MsrA, absorbance read-out; 360,000 tested, 0.75% active; inhibition, % at 15.5 µM; AID 651718; in the data active = inhibition above about 4.5%;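 note: 0% = vehicle wells with enzyme and 100% = reference inhibitor wells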
STEP block – blocks human striatal-enriched tyrosine phosphatase | P54829 | recombinant STEP, OMFP fluorogenic substrate, fluorescence | inhibition, % at 20 µM | 360,000 tested, 0.25% active;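 active = inhibition at 20 µM, scaled per plate between control wells, above about 37%, limit read from the data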;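 note: 0% = DMSO with enzyme and substrate and 100% = substrate only without enzyme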
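Material: STEP (striatal-enriched tyrosine phosphatase) enzyme, cell-free | Medium: 50 mM Bis-Tris pH 6.0 with 2.5 mM DTT and 0.005% Tween 20 | Read-out: Percent inhibition scaled to no-enzyme and uninhibited-enzyme controls, plate-pattern corrected | Signal: Fluorescence read at 480 nm ex / 540 nm em | Times: 20 min reaction, room temperature, in the dark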
bovine MsrA act – activates bovine MsrA enzyme; purified bovine MsrA, absorbance read-out; activation, % at 10.6 µM; 360,000 tested, 0.3% active; AID 602163; in the data active = activation above about 7.5%;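 note: 0% = vehicle and 100% = reference activator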
eLon inh – inhibitors of E. coli Lon protease. P0A9M0. purified E. coli Lon protease, fluorescence polarization. inhibition, % at 7.94 µM. 360,000 tested, 0.42% active; in the data active = inhibition above about 13%, passing the limit was not always enough;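 note: 0% = enzyme with probe and DMSO and 100% = no enzyme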
DNMT1 inh – inhibitors of human DNMT1 | P26358 | DNMT1 molecular beacon, Hinp1I cleavage, fluorescence | inhibition (reported as % activation of signal), % at 10 µM | 360,000 tested, 0.83% active | AID 588458; in the data active = inhibition above about 50%
Target sequence (P26358 504-1616 limits assumed): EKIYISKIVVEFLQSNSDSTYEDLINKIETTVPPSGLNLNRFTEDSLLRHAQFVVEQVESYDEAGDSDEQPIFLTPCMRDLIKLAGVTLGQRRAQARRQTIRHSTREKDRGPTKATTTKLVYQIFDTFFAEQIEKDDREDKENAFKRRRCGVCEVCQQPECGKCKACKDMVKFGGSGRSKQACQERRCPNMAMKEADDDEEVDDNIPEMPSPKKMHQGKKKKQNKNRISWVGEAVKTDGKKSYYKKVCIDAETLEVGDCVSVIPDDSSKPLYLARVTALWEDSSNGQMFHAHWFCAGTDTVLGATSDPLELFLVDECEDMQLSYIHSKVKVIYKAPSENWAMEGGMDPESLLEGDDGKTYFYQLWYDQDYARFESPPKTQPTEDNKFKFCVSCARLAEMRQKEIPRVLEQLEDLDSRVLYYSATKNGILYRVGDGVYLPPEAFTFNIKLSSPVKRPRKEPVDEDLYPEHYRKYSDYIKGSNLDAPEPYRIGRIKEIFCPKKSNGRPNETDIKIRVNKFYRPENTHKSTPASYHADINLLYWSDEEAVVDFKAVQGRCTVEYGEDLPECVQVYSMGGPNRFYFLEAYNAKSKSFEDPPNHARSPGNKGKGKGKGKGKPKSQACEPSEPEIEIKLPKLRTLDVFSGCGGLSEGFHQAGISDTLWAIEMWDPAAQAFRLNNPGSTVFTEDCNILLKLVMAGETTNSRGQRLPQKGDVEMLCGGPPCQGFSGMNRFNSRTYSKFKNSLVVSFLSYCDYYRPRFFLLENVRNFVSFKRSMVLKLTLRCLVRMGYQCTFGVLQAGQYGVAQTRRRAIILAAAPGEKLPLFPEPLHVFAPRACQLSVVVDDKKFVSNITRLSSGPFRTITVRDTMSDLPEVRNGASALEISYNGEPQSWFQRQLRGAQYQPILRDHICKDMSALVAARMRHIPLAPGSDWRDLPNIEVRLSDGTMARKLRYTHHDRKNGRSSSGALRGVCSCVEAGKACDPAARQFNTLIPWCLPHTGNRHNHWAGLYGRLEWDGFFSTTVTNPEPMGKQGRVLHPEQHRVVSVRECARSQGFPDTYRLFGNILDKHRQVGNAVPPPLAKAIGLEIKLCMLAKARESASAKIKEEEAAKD
TbMetRS inhib – Trypanosoma brucei MetRS inhibition | purified T. brucei MetRS, ATP depletion, Kinase-Glo luminescence | inhibition, % at 11.9 µM | 360,000 tested, 0.4% active | AID 624268;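 active = inhibition above a per-plate cutoff of the control wells' mean inhibition plus 3 SD, cut at about 5.5% in these data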;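 note: 0% = DMSO wells median and 100% = median of wells with control inhibitor compound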
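System: purified T. brucei MetRS enzyme / Detection: Kinase-Glo luciferase luminescence reporting remaining unconsumed ATP / Medium: HEPES buffer with MgCl2, KCl, DTT, spermine, BSA, pyrophosphatase / Replication: singlicate, one well per compound / Evaluation: percent inhibition relative to median high and low control wells / Schedule: 2 h aminoacylation at 25 °C after 15 min preincubation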
Scp1 inh – blocks human Scp-1 phosphatase activity. Recombinant Scp1, phosphopeptide, malachite green phosphate absorbance. Q9GZU7. AID 493091. 340,000 tested, 0.88% active. inhibition, % at 20 µM;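 active = inhibition above about 50% at 20 µM, limit read from the data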;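 note: plate controls were DMSO wells with enzyme for no effect and wells lacking enzyme for full effect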
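Incubation: 45 min enzyme reaction at room temperature / System: truncated SCP-1 phosphatase (76-261aa) / Reagent: Phospho 17-mer peptide substrate / Buffer or medium: Acidic Tris acetate buffer with magnesium and detergent / Signal: absorbance at 630 nm / Doses: one concentration, 20 µM, with 1.0% DMSO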
LMPTP block – blocks human LMPTP phosphatase; inhibition, % at 20 µM; 360,000 tested, 0.22% active; P24666; recombinant LMPTP-A, OMFP fluorogenic substrate, fluorescence intensity;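 active = compounds that cut the enzyme signal by at least half of the control window in the single-dose screen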;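 note: plate controls were DMSO wells with enzyme plus substrate for no effect and substrate without enzyme for full effect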
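Test system: LMPTP-A, protein tyrosine phosphatase of low molecular weight; Input: 0.625 nM enzyme; Incubation: 50 min dark incubation at room temperature; Signal: endpoint fluorescence intensity from OMFP dephosphorylation; Read-out basis: % inhibition versus control wells.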
SUMO1 PPI mod – modulators of human SUMO1-mediated protein-protein interactions. P63165. SUMO1 binding to a labelled peptide, TR-FRET, 1 h. inhibition, % at 20 µM. 360,000 tested, 0.33% active. AID 602429; in the data active = inhibition above about 37%
Starred values were filed as active, the others as inactive; . = not tested or not shown.

SMILES	NRP1-CendR mod	MsrA inhibitor	STEP block	bovine MsrA act	eLon inh	DNMT1 inh	TbMetRS inhib	Scp1 inh	LMPTP block	SUMO1 PPI mod
COc1ccc(C(=O)Nn2c(CCC(=O)O)ccc2-c2ccc(C)cc2)cc1OC	12	-1.6	4	-2	9	-3	-0.1	-10	-0.2	5
COC(=O)c1cccc(-n2nnnc2SCC(=O)Nc2nc3c(s2)CCCC3)c1	12	-0.4	4	-1	-4	-4	-0.3	10	1.8	3
Cc1cc(C)n(C(=O)c2cc3ccccc3c(=O)o2)n1	2	1.9	-6	-1	4	2	0.9	-10	0.1	-1
Cc1ccc(S(=O)(=O)N(C)CC(=O)NCc2ccncc2)cc1	-3	0.7	-4	5	-7	2	0.3	-7	-2.6	4
O=C(CN1C(=O)NC(c2ccccc2)(c2ccccc2)C1=O)Nc1cccnc1Cl	2	0.2	-1	-3	-3	-1	-0.3	-10	-0.9	-1
COc1ccc(NC(=O)COc2ccc(CNCCCN3CCOCC3)cc2OC)cc1	-1	1.5	1	0	9	-2	-0.4	-4	-4.1	-2
O=C(CSc1nnc(-c2cccnc2)o1)N1CCCCC1	19	-1.0	0	-4	-3	-1	-0.7	1	-1.1	1
CCCOc1ccc(C(=O)Nn2c(C)nc3ccccc3c2=O)cc1	7	-1.1	2	-5	5	1	-0.5	-7	0.1	-3
COc1cc(NC(=O)C(C)Oc2ccccc2)c(OC)cc1NC(=O)c1ccccc1 (stereo not drawn)	-19	.	2	-12	3	-6	-0.9	1	1.0	4
CC(C)CC(NC(=O)C1CCCN1C(=O)CNC(=O)OCc1ccccc1)C(=O)O (stereo not drawn)	3	-0.8	-3	-8	-1	4	-1.3	-8	-2.9	-4
CCCCn1c(N)c(N(CC)C(=O)c2cccs2)c(=O)[nH]c1=O	-4	0.3	0	-10	5	-6	0.2	2	1.7	-4
CN(C(=O)c1ccc(NC(=O)Cc2ccc(NC(=O)C3CCCN(C(=O)C4CCCC4)C3)cc2)cc1)C1CCCC1 (stereo not drawn)	-4	-0.4	3	-6	3	-1	-0.4	0	-0.9	1
O=C(CCSCc1cccc(Cl)c1)NCCc1ccccc1	-4	-1.1	-2	-3	-4	4	0.3	-5	1.8	2
CCOC(=O)N1CCN(C2=C(NS(=O)(=O)c3ccc(Br)cc3)C(=O)c3ccccc3C2=O)CC1	0	-0.7	0	-6	-1	-6	0.2	.	1.3	-32
CCOC(=O)CC(=O)Nc1ccc(C)cc1	-5	-0.2	1	0	-8	-1	0.0	3	0.1	0
CC(=O)Nc1ccc(NC(=O)C(C)OC(=O)CCC2CCCCC2)cc1 (stereo not drawn)	4	0.2	1	-3	0	2	-0.3	-2	0.9	4
CC(=O)OC1CCC2(C)C(=CCC3C4CC(=O)N(O)C(=O)C4(C)CCC32)C1 (stereo not drawn)	-8	-0.7	3	-1	-8	0	0.1	-5	0.6	5
COc1ccc(N2C(=O)C3CCCN3C2c2cccc(Br)c2)cc1 (stereo not drawn)	-11	0.3	3	2	0	0	0.1	15	0.1	1
CCN(CC)C(=O)c1ccccc1NC(=O)CN1C(=O)c2ccccc2S1(=O)=O	3	-1.0	0	-2	-8	3	0.4	-1	-1.3	3
COc1ccc2[nH]c(C)c(CCN3C(=O)OC(C)(C)C3(C)O)c2c1 (stereo not drawn)	-7	-0.2	-2	-4	-17	-9	0.8	2	-1.9	1
COc1c(C(=O)Nc2nnc(C3CC3)s2)csc1Cl	9	-0.3	0	-6	-14	3	-0.3	1	-2.6	0
CC(NC(=O)C(C)N1CCN(Cc2ccccc2)CC1)c1ccccc1 (stereo not drawn)	7	-0.8	-2	-3	12	-2	-0.4	-3	-1.8	-2
COc1ccc(C#Cc2c(-c3ccc(OC)cc3)oc3ccc(-c4ccc5c(c4)OCO5)cc23)cc1	-3	0.1	1	-2	5	4	-0.1	-9	0.7	-4
CCOc1ccc(C(=O)N2CCCCCC2)cc1	-7	0.6	-5	-10	-4	0	-1.9	-10	-0.3	0
CC(C)(C)NC(=O)CSc1ccc(S(=O)(=O)N2CCOCC2)cn1	4	-0.6	-2	-4	3	4	-0.3	-5	-1.1	0

(cont.)
SMILES	NRP1-CendR mod	MsrA inhibitor	STEP block	bovine MsrA act	eLon inh	DNMT1 inh	TbMetRS inhib	Scp1 inh	LMPTP block	SUMO1 PPI mod
Cc1ccc(S(=O)(=O)N/N=C/c2ccc3nccnc3c2)cc1	1	1.7	-3	-1	4	0	-0.6	-5	-1.4	-19
O=C(NCCS(=O)(=O)NCc1ccccc1Cl)c1ccccc1	-9	-0.5	-1	-2	7	-1	-0.3	-6	-0.9	-4
COc1ccc(C(=O)COC(=O)CCNS(=O)(=O)c2ccccc2)cc1Br	10	0.0	-1	1	3	-2	-0.1	-14	1.2	0
c1c2c(cc3sc(N4CCOCC4)nc13)OCO2	-10	-0.2	3	-3	-11	-2	-1.1	-2	0.3	0
COC(=O)c1ccc(N2CCN(C)CC2)c(NC(=O)COc2ccccc2)c1	3	-0.1	2	-6	0	-1	-0.5	-1	0.4	10
C#CCn1cc[n+](CC(=O)N(C)C)c1	4	0.0	-1	-7	-2	0	-1.1	-8	-1.7	-3
CC(NC(=O)COc1ccccc1Cl)c1ccccc1 (stereo not drawn)	-5	0.6	0	-1	-12	-2	0.5	-7	-0.3	4
CC1CCN(CC(=O)Nc2cccc(C(=O)Nc3cccc(C(F)(F)F)c3)c2)CC1	-1	-1.9	2	1	7	0	-0.5	-6	-1.3	1
Cc1ccccc1NC(=O)Nc1nc(CN(C)C)cs1	0	0.4	-5	-7	-2	5	-0.2	.	-2.6	0
COc1cc(/C=C/c2cc(C(=O)O)c3ccccc3n2)ccc1OC(F)F	11	0.5	0	-6	-1	1	-1.0	13	1.6	-13
O=C(NCc1ccccc1)/C(=C/c1cccc([N+](=O)[O-])c1)NC(=O)c1ccco1	9	-1.0	0	-4	5	2	-0.1	3	-0.2	-24
CC(=O)c1ccc(Nc2cc(C)nc3ccc(C)cc23)cc1	4	3.8	-6	-6	1	5	0.3	-5	3.3	-12
CCN(CC)CCCOC(=O)C(c1ccccc1)c1ccccc1	9	1.3	-2	-2	-9	-2	-0.4	4	-2.7	5
CCN(CC)S(=O)(=O)c1ccc(NC2c3ccccc3C(=O)N2Cc2ccco2)cc1 (stereo not drawn)	4	0.1	2	-2	-8	-4	-0.5	-5	0.5	1
O=C(CC1CCCCC1)Nc1ccccc1-c1ccccc1	3	-0.7	0	-4	1	0	-0.4	-3	1.4	2
COc1ccc(CCNC(=S)N2CCC(Cc3ccccc3)CC2)cc1OC	-5	0.3	0	-5	4	-5	-0.6	-2	-0.4	-4
COc1ccc(NC(=S)NCc2ccc(Cl)cc2)c(OC)c1	11	-1.8	0	0	2	-2	-1.5	-1	1.0	5
CC1CCCCC1N(C)C1CCN(C(=O)CNC(=O)/C=C/c2cccc(Cl)c2)CC1 (stereo not drawn)	-2	0.8	-1	-6	8	-2	-0.5	-4	-0.7	-16
CCS(=O)(=O)c1ccc2oc(SCC(=O)Nc3ccc(OC)cc3)nc2c1	-2	0.8	-2	-8	-9	-2	-0.9	7	-1.4	-1
Cc1ccc(C(=O)NC(=S)N(C)C2CCCCC2)cc1	14	-0.3	4	-3	-9	-2	-0.4	-5	-0.5	0
CC(C)NC(=O)Cn1c(SCC(=O)N2CCc3ccccc3C2)nc2ccccc21	-12	-0.7	0	-1	-3	-9	-0.3	-1	-0.6	2
CCOC(=O)c1cc(-c2ccc(/C=N\n3cnnc3)o2)ccc1Cl	-4	5.6*	-3	-6	-6	-3	-0.7	3	0.1	-17
COc1ccc(-c2nc(-c3cccs3)c(-c3cccs3)[nH]2)cc1O	-18	-0.4	6	-4	2	-24	-0.1	-4	3.3	1
CC(C)OP(=O)(Nc1cccc2ccccc12)OC(C)C	-1	-0.9	0	2	0	-4	-0.2	-2	0.3	1
CCCCCCn1cc(CN2CC(N3CCCC3)CS2(=O)=O)nn1 (stereo not drawn)	-3	-0.2	.	-5	-6	.	-0.5	.	-0.7	3

Arranged by length of the SMILES (falling): part of the list above
SMILES	NRP1-CendR mod	MsrA inhibitor	STEP block	bovine MsrA act	eLon inh	DNMT1 inh	TbMetRS inhib	Scp1 inh	LMPTP block	SUMO1 PPI mod
COC(=O)c1ccc(N2CCN(C)CC2)c(NC(=O)COc2ccccc2)c1	3	-0.1	2	-6	0	-1	-0.5	-1	0.4	10
COc1cc(/C=C/c2cc(C(=O)O)c3ccccc3n2)ccc1OC(F)F	11	0.5	0	-6	-1	1	-1.0	13	1.6	-13
Cc1cc(C)n(C(=O)c2cc3ccccc3c(=O)o2)n1	2	1.9	-6	-1	4	2	0.9	-10	0.1	-1
Cc1ccc(C(=O)NC(=S)N(C)C2CCCCC2)cc1	14	-0.3	4	-3	-9	-2	-0.4	-5	-0.5	0
Cc1ccccc1NC(=O)Nc1nc(CN(C)C)cs1	0	0.4	-5	-7	-2	5	-0.2	.	-2.6	0

(listing goes on)
SMILES	NRP1-CendR mod	MsrA inhibitor	STEP block	bovine MsrA act	eLon inh	DNMT1 inh	TbMetRS inhib	Scp1 inh	LMPTP block	SUMO1 PPI mod
Cc1cc(Cl)ccc1OCC(=O)Nc1ccc2oc(=O)ccc2c1	4	-0.2	-1	-2	5	0	0.0	-10	-1.8	3
CN(C)CCCN(C(=O)/C=C/c1cccs1)c1nc2ccc(F)cc2s1	-5	0.6	2	-9	-1	5	-0.6	-6	0.1	-15
Cn1ccc2c(N3CCC3)cc3c(c21)C1CCC3O1 (stereo not drawn)	9	-0.8	1	-1	10	-7	0.0	.	0.0	2
CCOc1cc(CN2CCN(CCOCCO)CC2)ccc1OC	-2	-1.7	-4	-3	1	1	-0.3	-6	-2.5	2
O=C(O)c1cccc(CN2C(=O)SC(Nc3ccccc3)C2=O)c1 (stereo not drawn)	-1	2.5	2	1	-4	3	0.1	-5	0.1	6
Cc1nn2c(NCCN3CCOCC3)c3c(nc2c1-c1ccccc1)CCCC3	5	-0.1	1	-2	11	-2	1.5	-4	22	7
CCOC(=O)c1c(C)[nH]c(C)c1C(=O)COC(=O)CSc1ccc(C)cc1	-14	2.1	0	-4	-9	-13	-0.3	-7	3.0	0
Cc1ccc2c(c1)N(CC(=O)OCC(=O)NCc1ccccc1)C(=O)CO2	4	-0.9	-2	-3	-8	0	-0.6	-3	1.4	-2
Cc1cc(NCc2ccc3c(c2)OCO3)n2nc(C)nc2n1	6	0.9	-4	-3	-8	-1	0.1	2	-1.2	3
CC(C)(C)C1CCc2c(sc(NC(=O)c3ccncc3)c2C(N)=O)C1 (stereo not drawn)	-12	1.8	1	-3	6	7	-0.5	-14	-0.2	-7
CCOC(=O)C1=C(N2CCCCC2)c2cc3c(n2C1=O)CCCC3	-10	1.6	-8	-9	-9	-3	-1.7	-9	2.3	-21

Rows are unselected (roughly 4.3% active in at least one column).
